# Screens as filed in PubChem.
# KCNK9 block: human KCNK9 channel inhibition; Q9NPC2; HEK293 KCNK9, FluxOR thallium flux fluorescence; stronger effect = lower value; B-score at 10 µM; 310,000 tested, 1.2% active;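 active = ratio B-score over 3 SD below the library mean, with starting fluorescence within 5 SD of its mean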;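 note: negative B-score means less thallium flux so channel inhibition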
# RGS4 act: potentiators or activators of RGS4; B-score at 10 µM; AID 463111; 310,000 tested, 0.92% active; HEK293 M3R/inducible RGS4, carbachol calcium flux Fluo4; stronger effect = lower value;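 active = B-score of the integrated calcium signal more than 4 SD below the library mean, with starting fluorescence not abnormally high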;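 note: negative B-score means reduced calcium response which marks RGS4 activation or potentiation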
#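 Detection: kinetic calcium fluorescence imaging with Fluo4-AM dye, 2 µM / Material: HEK293 cells with stable M3R and inducible RGS4 / Schedule: recording 10 s baseline at 1 Hz, 100 s post-agonist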
# KCNQ1 pot: potentiates or activates the human KCNQ1 potassium channel; CHO-K1 KCNQ1, thallium flux FluxOR fluorescence; stronger effect = higher value; P51787; B-score at 10 µM; 310,000 tested, 0.35% active; AID 2648;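 active = fluorescence ratio B-score, a plate-corrected score, at least three library SD, with initial intensity B-score within 5 SD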
#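 Test system: CHO-K1 cells stably expressing KCNQ1 / Medium: assay buffer / Also added: depolarizing K+/Tl+ stimulus, K2SO4 and Tl2SO4 each 12.5 mM in 5x stock / Incubation: 90 min dye loading and 20 min compound exposure, both at room temperature / Signal: thallium influx via FluxOR fluorescence, kinetic imaging / Evaluation: B score of baseline-normalized fluorescence ratio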
# KCNK3 block: human KCNK3 channel inhibition, primary screen; CHO-KCNK3 thallium flux, FluxOR fluorescence; stronger effect = lower value; 340,000 tested, 0.84% active; O14649; B-score at 10 µM;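 active = B-score under library mean minus 4 SD, starting fluorescence ratio at most library mean plus 5 SD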;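 note: more negative B-score means stronger inhibition of thallium flux through KCNK3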
# KCNQ1 block: blocks the human KCNQ1 potassium channel; CHO-K1 KCNQ1, FluxOR thallium flux fluorescence; stronger effect = higher value; B-score at 10 µM; 310,000 tested, 1.3% active;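 active = compounds whose thallium flux B-score, printed positive for inhibition, exceeds three library SD while starting fluorescence stays within three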;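 note: channel opened by potassium depolarization with thallium stimulus after 20 min compound exposure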
# GSK3 alpha inh: blocks human GSK-3 alpha kinase. AID 2650. inhibition, % at 10 µM. P49840. 320,000 tested, 0.1% active. ADP-Glo luminescence, 60 min;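 in the data active = inhibition above about 50%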;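 note: GST-tagged GSK-3 alpha with peptide substrate and 25 µM ATP; 0% = DMSO neutral wells and 100% = GW8510 positive control wells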
# DYRK1A inh: blocks rat Dyrk1A kinase activity; Q63470; ADP-Glo luminescence, NFATc1 peptide; inhibition, % at 12.5 µM; 310,000 tested, 0.43% active; AID 504441; in the data active = inhibition above about 50%;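 note: plate controls were vehicle with enzyme for no effect and no enzyme for full effect; many of its hits are not listed in these tables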
# hERG protect: shields human hERG channel from block by proarrhythmic agents | Q12809 | CHO-hERG, FluxOR thallium flux, dofetilide IC70 present | activation (rescue from dofetilide block), less the hit threshold, % at 10 µM | 310,000 tested, 0.51% active;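 active = activation above the mean of controls blocked by dofetilide plus 5 SD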;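 note: thallium influx through hERG after potassium depolarization seen as dye fluorescence rise; in these data hits start at about 4.7%; inactives centre near -7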
# Target sequence (Q12809 whole entry, looked up): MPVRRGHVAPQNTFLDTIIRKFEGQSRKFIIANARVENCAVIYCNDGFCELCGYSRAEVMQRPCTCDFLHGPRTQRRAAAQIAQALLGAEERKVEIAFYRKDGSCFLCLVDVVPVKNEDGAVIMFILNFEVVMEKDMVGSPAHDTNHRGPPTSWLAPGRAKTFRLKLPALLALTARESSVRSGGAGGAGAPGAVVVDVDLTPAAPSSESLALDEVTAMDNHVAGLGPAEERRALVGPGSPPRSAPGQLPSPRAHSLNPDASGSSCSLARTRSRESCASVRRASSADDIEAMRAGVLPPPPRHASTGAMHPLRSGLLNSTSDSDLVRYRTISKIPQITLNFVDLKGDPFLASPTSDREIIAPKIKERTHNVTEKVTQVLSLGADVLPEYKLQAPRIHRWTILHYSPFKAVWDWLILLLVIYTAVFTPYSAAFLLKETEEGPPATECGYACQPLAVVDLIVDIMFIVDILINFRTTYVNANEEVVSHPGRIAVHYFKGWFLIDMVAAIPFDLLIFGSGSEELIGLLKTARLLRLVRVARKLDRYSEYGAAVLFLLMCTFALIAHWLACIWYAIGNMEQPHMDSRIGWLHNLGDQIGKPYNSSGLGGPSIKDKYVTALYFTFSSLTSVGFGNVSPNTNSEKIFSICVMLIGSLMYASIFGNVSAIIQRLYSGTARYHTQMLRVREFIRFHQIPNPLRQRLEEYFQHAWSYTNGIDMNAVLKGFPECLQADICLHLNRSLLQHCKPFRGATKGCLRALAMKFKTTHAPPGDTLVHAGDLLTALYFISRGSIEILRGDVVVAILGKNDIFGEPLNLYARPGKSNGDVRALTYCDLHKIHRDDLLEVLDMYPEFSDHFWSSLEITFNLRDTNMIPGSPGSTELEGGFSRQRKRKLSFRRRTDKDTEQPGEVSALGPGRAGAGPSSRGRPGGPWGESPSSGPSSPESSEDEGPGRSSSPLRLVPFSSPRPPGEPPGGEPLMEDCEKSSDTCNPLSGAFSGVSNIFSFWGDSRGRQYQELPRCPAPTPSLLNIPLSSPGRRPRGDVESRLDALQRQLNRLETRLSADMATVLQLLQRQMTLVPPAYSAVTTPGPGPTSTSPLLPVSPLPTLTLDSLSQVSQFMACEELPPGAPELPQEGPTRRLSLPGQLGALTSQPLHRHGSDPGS
# PolyA inh: yeast polyadenylation inhibition; 300,000 tested, 0.02% active; calls only at 12 µM; S. cerevisiae SKY197-pL101 polyadenylation reporter, beta-gal luminescence; efflux-impaired pdr1/pdr3 knockout yeast; score 100 = 6 SD above DMSO;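 active = lowest replicate activity score at least 50, where 100 means six control SD above control mean; inconclusive = lowest score under 50 but half or more replicates reach 50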;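 note: yeast exposed to compound for 9 h at 30 °C; higher score means more reporter readthrough which indicates perturbed polyadenylation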
# HDAC3 inh: inhibitors of human histone deacetylase 3; O15379; recombinant HDAC3, fluorogenic peptide/trypsin coupled, fluorescence; inhibition, % at 8.3 µM; 320,000 tested, 0.15% active; AID 2718; in the data active = inhibition above about 26%, passing the limit was not always enough; inconclusive = no clear call, values can overlap the other calls
# GSK3B inh: inhibitors of human GSK3beta kinase; P49841; GST-GSK3beta kinase, ADP-Glo luminescence, 60 min; stronger effect = lower value; activity score (negative = inhibition), % at 10 µM; 300,000 tested, 0.038% active; AID 2097;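 active = more than half of replicate wells score below -50%, meaning over 50% inhibition versus plate controls; inconclusive = some replicates but at most half score below -50%; inactive = no replicate scores below -50%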;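 note: 0% = median DMSO wells and -100% = median GW8510 positive control wells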
#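 Test system: GST-fused GSK3beta enzyme, cell-free | Quantity: 1.6 ng GST-GSK3beta enzyme per well | Reagent: 25 µM ATP with peptide substrate | Schedule: 60 min enzyme reaction, room temperature | Signal: Luminescent ADP-Glo measurement of ADP formed | Read-out basis: Score relative to plate controls | Control set: DMSO and 20 µM GW8510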
# * marks the source's active call; other numbers are inactive results; i = inactive; u = inconclusive; x = no result given. This is a subset. The share of hits here may be higher or lower than overall.
SMILES,KCNK9 block,RGS4 act,KCNQ1 pot,KCNK3 block,KCNQ1 block,GSK3 alpha inh,DYRK1A inh,hERG protect,PolyA inh,HDAC3 inh,GSK3B inh
Cc1nccn1-c1c2c(c(C#N)c3nc4ccccc4n13)CCC2,i,i,i,x,i,3,x,-2,i,-5,-1
Cc1ccc(Nc2nc(CSc3nnnn3-c3ccccc3)cc(=O)[nH]2)cc1,i,i,i,i,i,0,1,-12,i,1,5
COc1ccccc1NC(=O)CN1CCN(CC(=O)Nc2ccccc2Cl)CC1,i,i,i,i,i,0,5,-9,i,-1,-1
CCOC(=O)C1C(=O)NC(c2ccccc2)=NC1c1ccc(F)cc1 (stereo unspecified),i,i,i,i,i,-4,4,-2,i,-3,-1
CCN(CC)c1nc2ccccc2n2cnnc12,i,i,i,i,i,5,40,-8,i,-3,-3
C/C(=N\NC(=O)C(=O)Nc1c(C)n(C)n(-c2ccccc2)c1=O)c1ccncc1,i,i,i,i,i,-4,0,-7,i,3,1
C#Cc1ccc(C(=O)Nc2cc(C(N)=O)ccc2N2CCOCC2)cc1,i,i,i,i,i,4,11,-14,i,4,7
CCc1nc2ccccc2c(C(=O)OCC(=O)NCc2ccc3c(c2)OCO3)c1C,i,i,i,i,i,-1,2,-11,i,7,7
CCN(CC(=O)Nc1c(F)cccc1F)C(=O)CCC(=O)c1ccc(F)cc1,i,i,i,i,i,-5,1,-13,i,0,0
COc1ccc(Nc2c3c(nc4ccccc24)CCCC3)cc1OC,i,i,i,i,i,3,1,-7,i,5,2
CN(C)c1ccc(NC(=S)c2ccc3ccccc3n2)cc1,i,i,i,i,i,1,-1,-10,i,5,3
O=C(CN(Cc1ccccc1)C(=O)CCC(=O)Nc1ccccn1)NCc1ccc(F)cc1,i,i,i,i,i,4,-1,-9,i,-2,-2
COc1ccc(N(CN2C(=O)c3ccccc3C2=O)C(=O)C(C)C)cc1,i,i,i,i,i,0,0,-6,i,7,1
COc1ccc(C2/C(=C(/O)c3ccccc3)C(=O)C(=O)N2c2ccccn2)cc1OC (stereo unspecified),i,i,i,i,i,0,2,-6,i,u,2
C=CCNC(=O)C1=NN(c2c(F)c(F)cc(F)c2F)C(=O)CC1,i,i,i,i,i,4,-4,-7,i,1,-3
Cc1ccc(SCCC(=O)Nc2c(C)n(C)n(-c3ccccc3)c2=O)cc1,i,i,i,i,i,-1,-5,-7,i,-3,2
c1ccc(-n2ncc3c(NC4CCCCCC4)ncnc32)cc1,i,i,i,i,i,-3,-3,-5,i,-4,-1
S=C(NCC1CCCO1)N1CCN(c2ccccc2)CC1 (stereo unspecified),i,i,i,i,i,2,2,-7,i,0,1
Cc1ccc(N2CC(C(=O)OCC(=O)Nc3ccccc3F)CC2=O)cc1 (stereo unspecified),i,i,i,i,i,-2,7,-10,i,1,-2
Cc1ccc(Cl)cc1NS(=O)(=O)c1ccc2oc(=O)ccc2c1,i,i,i,i,i,-1,-4,-6,i,-11,0
CCNC(=O)COc1cccc2ccccc12,i,i,i,i,i,0,3,-9,i,2,4
COc1cc(/C=C2/C(=O)NN(c3ccc(C)c(Cl)c3)C2=O)cc([N+](=O)[O-])c1O,i,i,i,i,i,-4,2,-17,i,9,-1
O=C(NCc1ccccc1)C(c1ccco1)N(C(=O)c1csnn1)c1ccccc1F (stereo unspecified),i,i,i,i,i,-1,-5,-2,i,-2,-1
O=C(O)CCCCCNC(=O)C(=O)C1C(=O)Nc2ccccc21 (stereo unspecified),i,i,i,i,i,-1,3,-10,i,2,-2
COc1ccccc1C(=O)CC(=O)C(=O)Nc1cccc([N+](=O)[O-])c1C,i,i,i,i,i,-2,2,-3,i,8,-1
CSc1ccccc1OCc1cc(C(=O)NCC(C)(C)N2CCOCC2)no1,i,i,i,i,i,-2,1,-5,i,-7,4
COc1ccc(C(=O)N2CCC(C(=O)N3CCN(Cc4ccccc4)CC3)CC2)cc1,i,i,i,i,i,1,-3,-7,i,-8,2
Cc1ccc(C(=O)/C=C/c2cn(CN3CCN(C)CC3)c3ccccc23)cc1,i,i,i,i,i,0,8,-20,i,5,-2
COC(=O)Cn1c(CCS(=O)(=O)c2ccc(Cl)cc2)nc2ccccc21,x,x,x,i,x,-3,-3,x,i,-6,-1
COc1ccccc1N1CCN(C(=O)C(C)N(c2ccccc2)S(C)(=O)=O)CC1 (stereo unspecified),i,i,i,i,i,-4,-2,-11,i,-13,2
COc1cc(NC(=O)CCc2nnc3ccc(N4CCCC4)nn23)cc(OC)c1OC,i,i,i,i,i,2,-2,-9,i,8,0
CC(C)(C)OC(=O)CNC(=O)c1[nH]cnc1C(=O)NC(c1ccccc1)c1ccccc1,i,i,i,i,i,0,x,-12,i,u,-4
CCNC(=S)N(CCc1c(C)[nH]c2ccc(Cl)cc12)Cc1ccco1,i,i,i,i,i,-1,4,-37,i,-1,1
CCOC(=O)c1nnn(-c2ccc([N+](=O)[O-])cc2[N+](=O)[O-])c1C,i,i,i,i,i,1,5,-7,i,1,3
CSCCC(NS(=O)(=O)c1ccc(Cl)cc1)C(=O)OCC(=O)NC1CCCCC1 (stereo unspecified),i,i,i,i,i,-1,1,-9,i,-2,0
O=C(CSc1nc2ccccc2nc1N1CCCC1)Nc1ccc(F)cc1,i,i,i,i,i,-1,-5,-9,i,10,2
COc1cc(C(=O)N2CCN(C/C=C/c3ccccc3)CC2)cc(OC)c1OC,i,i,i,i,i,-2,2,-12,i,4,1
COc1ccc(CNCc2cc(OC)ccc2OC)cc1,i,i,i,i,i,-1,0,4,i,2,0
COCCn1ccc2c(OCC(=O)NCc3ccccc3)cccc2c1=O,i,i,i,i,i,-1,-2,-9,i,1,2
CS(=O)(=O)N1CCc2cc(C(=O)Nc3ccc(Cl)cc3)ccc21,i,i,i,i,i,-2,8,-3,i,-7,x

# Compound profiles (already shown). Values in the order: KCNK9 block	RGS4 act	KCNQ1 pot	KCNK3 block	KCNQ1 block	GSK3 alpha inh	DYRK1A inh	hERG protect	PolyA inh	HDAC3 inh	GSK3B inh
# COc1cc(NC(=O)CCc2nnc3ccc(N4CCCC4)nn23)cc(OC)c1OC across the screens: i	i	i	i	i	2	-2	-9	i	8	0
# O=C(CSc1nc2ccccc2nc1N1CCCC1)Nc1ccc(F)cc1 across the screens: i	i	i	i	i	-1	-5	-9	i	10	2

# (more compounds)
SMILES,KCNK9 block,RGS4 act,KCNQ1 pot,KCNK3 block,KCNQ1 block,GSK3 alpha inh,DYRK1A inh,hERG protect,PolyA inh,HDAC3 inh,GSK3B inh
O=C(Nc1cc2c3c(c1)CC(=O)N3CCC2)c1ccc(Br)cc1,i,i,i,i,i,-1,1,-10,i,0,2
CCCCN(CC)C(=O)CN1C(=O)c2ccccc2C1=O,i,i,i,i,i,2,-9,-9,i,-1,-1
CCN1CCN(CCNC(=O)CCCn2nc(C)c3c(C)n(-c4ccc(C)cc4)nc3c2=O)CC1,i,i,i,i,i,2,-5,1,i,13,-1
CCOC(=O)CN(C(=O)COC(=O)C1(c2ccccc2)CC1)c1ccc(F)cc1,i,i,i,i,i,-7,7,-10,i,1,4
CC(=O)c1sc(Nc2nc3cc4c(cc3s2)OCO4)nc1C,i,i,i,i,i,x,-2,-18,i,x,1
COc1ccc(CN(C)C(=O)CNC(=O)c2ccc3ccccc3c2)c(OC)c1,i,i,i,i,i,2,-3,-7,i,0,-5
COc1ccc2[nH]c(C(=O)NCCCn3ccnc3)cc2c1,i,i,i,i,i,-1,13,-1,i,-40,0
COc1ccc(OC)c(-c2csc(NC(=O)C3COc4ccccc4O3)n2)c1 (stereo unspecified),i,i,i,-9.1*,i,1,1,-8,i,-5,2
CN(Cc1nc2ccccc2n1C)S(=O)(=O)c1ccc(Cl)cc1,i,i,i,i,i,-2,8,-10,i,1,1
CCCCNC(=O)CC1N=C2c3ccccc3N=C(SCC(=O)Nc3ccccc3C)N2C1=O (stereo unspecified),i,i,i,i,i,2,-4,-5,i,-2,0
Cc1ccnc(NS(=O)(=O)c2ccc(N3C(=O)c4ccccc4C3=O)cc2)n1,i,i,i,i,i,-1,-1,-5,i,5,2
Cc1cccc(OC(=O)c2cccnc2)c1C,i,i,i,i,i,-1,-6,-6,i,-11,-17
OC(CN1CCC(Cc2ccccc2)CC1)c1ccccc1 (stereo unspecified),i,i,i,i,i,-2,-2,-5,i,3,-1
COc1cc(/C=N/Nc2cccc(C)c2)ccc1OC(=O)c1ccco1,i,i,i,i,i,6,1,-10,i,1,0
CCCSc1nc2c(cnn2-c2ccccc2)c(=O)[nH]1,i,i,i,i,i,-1,4,-12,i,-2,1
O=[N+]([O-])c1cc(-c2nc(-c3ccncc3)no2)ccc1Cl,i,i,i,i,i,-2,10,-17,i,1,-27
CCCCOC(=O)Cn1c(=N)n(CCN2CCOCC2)c2ccccc21,i,i,i,i,i,1,0,-18,i,-6,4
COc1ccc(CCN2CC(C(=O)Nc3ccc(S(C)(=O)=O)cc3)CC2=O)cc1OC (stereo unspecified),i,i,i,i,i,0,19,-14,i,6,1
CN1CCN(NC(=S)Nc2ccc(OC(F)F)cc2)CC1,i,i,i,i,i,0,3,-13,i,4,-2
Nn1c(SCc2nc3ccccc3[nH]2)nnc1C1CCCCC1,i,i,i,i,i,3,1,-17,i,2,3

# Next part (2 carried over from the part before).
SMILES,KCNK9 block,RGS4 act,KCNQ1 pot,KCNK3 block,KCNQ1 block,GSK3 alpha inh,DYRK1A inh,hERG protect,PolyA inh,HDAC3 inh,GSK3B inh
CN1CCN(NC(=S)Nc2ccc(OC(F)F)cc2)CC1,i,i,i,i,i,0,3,-13,i,4,-2
Nn1c(SCc2nc3ccccc3[nH]2)nnc1C1CCCCC1,i,i,i,i,i,3,1,-17,i,2,3
Cc1cc(C)nc(NS(=O)(=O)c2ccc(NC(=O)CCCN3C(=O)c4ccccc4C3=O)cc2)n1,i,i,i,i,i,-3,-8,0,i,6,-4
CCOC(=O)c1cnc(-n2nc(C)cc2C)nc1Nc1ccc(C)cc1,i,i,i,i,i,x,-8,-12,i,x,1
CC1CCCCN1C(=S)Nc1ccc(OC(F)F)cc1 (stereo unspecified),i,i,i,i,i,-5,0,-10,i,-1,0
CC(C)(C)NC(=S)NC1CC1,i,i,i,i,i,-1,-3,-9,i,3,1
